# ABCB6 inh MLPCN = blocks the human ABCB6 transporter | Q9NP58 | K562-ABCB6 porphyrin accumulation, flow cytometry, 1 h; hits give low values | fluorescence ratio to DMSO, % at 10 µM | 360,000 tested, 0.19% active;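 active means fluorescence ratio to DMSO below 75%, the collection mean minus 3 SD; inconclusive means too few cells collected in the well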;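 further: signal is porphyrin accumulated inside mitochondria; 100% equals median channel fluorescence of DMSO control wells; lower ratio means ABCB6 inhibition with less porphyrin fluorescence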
# NOD2 RIPK2 PPI = blocks binding of human NOD2 to RIPK2 | CHO BLA complementation NOD2-RIPK2, CCF4 ratio | 360,000 tested, 0.38% active | inhibition, % at 4.98 µM | O43353; in the data active means inhibition above about 21%;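 further: 0% = vehicle only and 100% = reference blocker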
# Target sequence (O43353 whole entry, looked up): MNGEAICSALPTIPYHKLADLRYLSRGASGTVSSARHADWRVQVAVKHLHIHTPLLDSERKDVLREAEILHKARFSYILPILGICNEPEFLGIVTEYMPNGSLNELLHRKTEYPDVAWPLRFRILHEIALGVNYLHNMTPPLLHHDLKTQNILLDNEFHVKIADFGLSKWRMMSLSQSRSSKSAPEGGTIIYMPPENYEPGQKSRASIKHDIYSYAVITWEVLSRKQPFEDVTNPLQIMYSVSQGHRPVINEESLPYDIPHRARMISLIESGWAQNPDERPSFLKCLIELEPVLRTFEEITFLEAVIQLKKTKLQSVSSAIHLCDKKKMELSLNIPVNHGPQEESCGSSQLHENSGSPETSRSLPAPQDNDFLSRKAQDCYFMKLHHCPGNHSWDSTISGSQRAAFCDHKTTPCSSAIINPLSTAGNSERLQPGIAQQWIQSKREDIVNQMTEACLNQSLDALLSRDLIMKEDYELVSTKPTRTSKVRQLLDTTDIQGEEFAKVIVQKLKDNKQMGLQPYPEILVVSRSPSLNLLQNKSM
# Vif imaging = HIV Vif inhibition; HEK293T cells, Vif self-association by quenched fluorescence, imaging, 24 h; inhibition, % at 7.49 µM; 340,000 tested, 0.35% active; in the data active means inhibition above about 50%, passing the limit was not always enough; inconclusive means no clear call, values can overlap the other calls; inactive means below about 31%; further: some results filed as inactive read as strong as hits
# ABHD5 PLIN5 PPI = ABHD5-PLIN5 protein interaction inhibition; Q00G26+Q8WTS1; Split G. princeps luciferase complementation, luminescence, 4 h; inhibition, % at 4 µM; 360,000 tested, 0.78% active; AID 602281;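 active means inhibition above the mean inhibition across every tested compound plus 3 SD, cut at about 22% in these data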;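 further: 0% = DMSO only wells and the 100% control is not disclosed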
# Glyco luc inh = N-linked glycosylation inhibition. D54 ERlucT glycosylation luciferase reporter, 24 h; percent of 100 nM tunicamycin response. reporter increase, % at 12.5 µM. 360,000 tested, 0.23% active;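 active means mean luciferase reporter signal, scaled so untreated is 0 and the glycosylation-blocking control 100, at or above a set limit in every replicate; inconclusive means mean reaches the limit but not every replicate does; inactive means mean below the limit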;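 further: luciferase carries N-glycosylation sites so blocking glycosylation raises the light; 0% = median of neutral control wells and 100% = median of 100 nM tunicamycin wells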
# MC4R antagonist = human MC4R antagonism in cAMP assay; inhibition, % at 6.5 µM; MC4R-expressing cells, MTII-stimulated cAMP, LANCE TR-FRET; P32245; AID 540295; 360,000 tested, 0.48% active;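 active means inhibition above its plate's cutoff, the mean of tested wells on that plate plus 3 SD, cut at about 29% in these data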;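 further: 0% = Melanotan II alone and 100% = Melanotan II plus saturating MCL0020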
# Target sequence (P32245 whole entry, looked up): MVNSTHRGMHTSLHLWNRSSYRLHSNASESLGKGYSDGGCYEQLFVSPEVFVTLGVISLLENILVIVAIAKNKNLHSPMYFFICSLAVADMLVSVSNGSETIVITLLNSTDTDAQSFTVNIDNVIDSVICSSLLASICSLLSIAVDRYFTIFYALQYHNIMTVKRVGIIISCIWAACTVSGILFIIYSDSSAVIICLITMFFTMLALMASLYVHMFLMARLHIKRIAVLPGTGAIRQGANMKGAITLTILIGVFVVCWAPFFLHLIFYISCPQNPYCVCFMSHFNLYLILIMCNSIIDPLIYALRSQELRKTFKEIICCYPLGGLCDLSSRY
#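 Material: U2OS-MC4R stable cell line | Reagent: Melanotan II challenge after compound preincubation | Doses: One concentration, 6.5 µM nominal | Incubation: 30-min compound preincubation, 1-h Melanotan II challenge, 1-h detection, room temperature | Signal: TR-FRET cAMP assay | Replicates: One well per compound, no replicates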
# aDG glyco act = increases alpha dystroglycan glycosylation; Pro5-aDG cells, alpha-DG glycosylation AlphaScreen (IIH6); 0% Pro5, 100% B10-LARGE cell signal; activation, % at 10 µM; 360,000 tested, 0.22% active; AID 624168;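 active means activation of at least 8% versus controls, or a plate z-score of at least 8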;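 further: Pro5 are CHO cells carrying HIG-tagged alpha-DG that lacks glycosylation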
# Granule exo inh = blocks lytic granule exocytosis; TALL-104 LAMP-1 surface exposure, flow cytometry; cells stimulated with thapsigargin and PMA; inhibition, % at 10 µM; 360,000 tested, 0.66% active; AID 651702;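 active means inhibition above about 55%, limit read from the data; inconclusive means no clear call, values can overlap the other calls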
# MC4R barr agon = human MC4R agonism via beta-arrestin; P32245; U2OS MC4R beta-arrestin complementation, luminescence; percent of melanotan II response, DMSO zero; activation, % at 8.9 µM; 360,000 tested, 0.98% active;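 active means activation above a per-plate cutoff, the mean activation of sample wells on that plate plus 3 SD, cut at about 8% in these data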
# TLR9-MyD88 block = blocks human TLR9 binding to MyD88 | Q9NR96+Q99836 | CHO BLA complementation TLR9-MyD88, CCF4 FRET ratio | inhibition, % at 4.98 µM | 340,000 tested, 0.21% active | AID 504734;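 active means inhibition above the mean over all tested compounds plus 3 SD, cut at about 21% in these data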;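 further: 0% = DMSO only wells and 100% = clavulanate BLA inhibitor control wells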
# The depositor's hits bear a star; ? = inconclusive; nt = not tested or not shown. Not all compounds are listed, so the mix of outcomes need not match the whole.
SMILES,ABCB6 inh MLPCN,NOD2 RIPK2 PPI,Vif imaging,ABHD5 PLIN5 PPI,Glyco luc inh,MC4R antagonist,aDG glyco act,Granule exo inh,MC4R barr agon,TLR9-MyD88 block
O=C(NNC(=O)c1ccco1)c1ccco1,96,-12,nt,2,3,1,1.1,1,-0.2,-6
O=C(CCN1C(=O)c2ccccc2C1=O)Nc1ccc(-c2nc3ccccc3o2)cc1,97,-6,nt,-3,-1,2,0.1,-2,-1.5,-7
COC(=O)c1ccccc1NC(=O)CSc1ccccn1,100,14,-9,-4,-2,3,0.1,1,-1.1,7
O=C(c1ccccc1NS(=O)(=O)c1ccccc1[N+](=O)[O-])N1CCCC1,87,2,-1,-1,-1,4,-0.2,2,-2.5,-9
O=Cc1cn(-c2ccccc2)nc1-c1ccccc1,100,2,0,3,4,14,0.5,5,0.5,0
CCOc1ccc(/C=N/NC(=O)CN2CCSCC2)cc1,95,4,5,4,2,-2,0.1,-1,1.1,5
COC(=O)CN(C#N)c1nc(C)cc(C)n1,99,3,1,5,0,3,-0.2,-2,-1.8,-2
COc1cc(C(C)=O)ccc1OCc1cc(C(=O)N(C)CCC2CCCCO2)no1 (stereo not given),99,4,-6,-3,-2,10,0.0,0,-1.3,0
CCC(=O)N1N=C(c2ccc(Cl)cc2)CC1c1ccco1 (stereo not given),97,-5,5,5,2,5,-0.1,8,-1.2,-6
CCc1ccccc1OCC(=O)N(CC)CC(=O)NCc1ccc(F)cc1,104,-12,1,1,2,-1,0.0,-1,-3.1,-1
COC(=O)c1ccc(C2CC(=O)NC3=C2C(=O)CCC3)cc1 (stereo not given),101,14,2,-4,0,10,0.3,3,-1.5,-2
CC(=C\c1ccccc1)/C=C1/SC(=S)N(CCC(=O)O)C1=O,95,-2,1,1,4,1,0.0,-7,0.4,6
CCOC(=O)c1nn(-c2sc(C(=O)OC)c(C)c2C(=O)OC)cc1O,99,2,nt,8,2,13,0.1,4,-2.4,6
CCc1cccc(N(CC(=O)NCc2ccc(F)cc2)C(=O)c2csnn2)c1,106,-8,-1,1,-1,26,0.5,-5,-0.7,-8
O=C(Nc1ccccc1N1CCCCC1)c1cccc([N+](=O)[O-])c1,103,-7,-1,2,-3,6,0.0,-4,0.5,2
COc1ccc(-c2ccc3c(c2)S(=O)(=O)c2cccc(C(=O)NCc4ccccc4Cl)c2C3=O)cc1OC,105,15,-3,-1,-6,5,1.6,-2,0.7,-2
O=C(O)c1ccccc1Cc1ccc(F)c2ccccc12,90,1,5,2,1,7,-0.3,-3,0.6,1
COc1ccc(C2(CNC(=O)CCC(=O)O)CCCC2)cc1,98,0,5,2,-3,7,-0.2,-2,1.0,-6
CC(C(=O)N1CCC(C(N)=O)CC1)N(c1ccc(Oc2ccccc2)cc1)S(C)(=O)=O (stereo not given),94,-3,-8,-11,0,0,-0.2,-3,-1.8,-7
Cc1ccc(-c2nnc(Nc3ccccc3)c3ccccc23)cc1S(=O)(=O)NCC1CCCO1 (stereo not given),93,-7,-16,-2,-2,6,0.1,2,-1.5,-6
COCCCn1c(SCC(=O)N2CCCCC2C)nnc1-c1ccco1 (stereo not given),100,2,-4,5,0,-2,0.1,-2,-0.6,-5
CCC(C)(C(=O)NC1CCCC1)N(CC1CCCO1)C(=O)c1ccc2c(c1)OCO2 (stereo not given),100,0,5,-9,0,-6,-0.2,-1,-1.7,-4
COc1cccc(NC(=O)C(C)Sc2nnc(C3CC3)n2C2CC2)c1 (stereo not given),101,8,-4,-11,0,2,-0.3,0,-3.6,-12
CCCCOc1ccc(C(=O)Oc2cccnc2)cc1,98,9,-6,-4,-1,10,0.3,-18,-1.8,-4
CCN(CC)CCOC(=O)c1ccc(NC(=O)COc2cc(=O)n(CC)c3ccccc23)cc1,94,-2,19,-2,-1,-3,0.9,-2,0.3,-8
CCOC(=O)c1c(NC(=O)CSc2nnc(-c3c[nH]c4ccccc34)n2CC)sc2c1CCCC2,92,-8,-1,4,2,17,-0.3,5,0.5,-9
CCOc1ccc(-n2cc(C(=O)Nc3cccc(Cl)c3)c3cc(OC)c(OC)cc3c2=O)cc1,95,1,9,0,-1,0,0.7,1,-2.4,-4
O=S(=O)(NCCSc1ccccn1)c1ccc(Cl)cc1,100,-14,-1,3,-1,-4,-0.1,1,-3.1,-5
O=C(CSc1nc(-c2ccc(F)cc2)cs1)N1CCN(C(=O)c2ccco2)CC1,98,-4,9,0,0,0,0.6,-2,0.5,-9
N#Cc1ccsc1NC(=O)CN(Cc1ccccc1)Cc1ccccc1,102,-8,5,-7,-5,8,0.2,5,-0.1,6
Cc1cccc(OCC(=O)Nc2ccc3nc(C)sc3c2)c1,97,0,-10,12,-1,4,0.1,9,2.2,-1
CNC(=O)c1cccc2cccc(Sc3ccccc3C(=O)O)c12,99,12,4,5,2,6,-0.1,2,0.6,-5
Cc1nc2oc3c(NCc4ccccc4)ncnc3c2c2c1COC(C)(C)C2,102,1,-8,-2,6,17,-0.1,-2,-1.3,-6
Cc1nnc(NC(=O)C2CCCN(S(=O)(=O)Cc3ccccc3)C2)s1 (stereo not given),93,-1,12,-6,0,2,0.1,0,-1.6,5
O=C(CCN1CCN(C(=O)c2ccco2)CC1)Nc1ccc(F)cc1,96,2,-17,-3,-2,9,0.0,2,-1.6,10
O=C(O)Cc1sc(Nc2ccccc2)nc1-c1cccs1,719,1,?,-6,1,6,0.0,3,0.6,13
COC(=O)c1cc(OC)c(OC)cc1NC(=O)CCc1ccc(C)o1,103,2,0,-1,-1,12,0.5,0,1.8,3
COC(=O)CSC1=C(C#N)C(c2ccc(Cl)cc2)C(C(=O)OC)C(=O)N1 (stereo not given),92,-9,?,0,0,7,1.2,1,-0.5,0
COc1cc(C(C)=O)ccc1OCc1nnc(-c2ccccc2Br)o1,97,1,20,6,1,6,0.1,-18,-0.8,9
CCOC(=O)C(N)CSC1CC(=O)N(c2ccc(C(=O)OC)cc2)C1=O (stereo not given),93,-8,-8,5,-1,7,0.1,-1,-1.0,2
COc1cccc(C(=O)Nc2ccc3c(c2)OC[C@H](C)N(C(=O)C2CCCC2)C[C@@H](C)[C@@H](OC)CN(C)C3=O)c1,nt,-3,nt,2,nt,nt,0.0,-11,nt,nt
CC(Oc1ccccc1C(N)=O)C(=O)Nc1ccc(S(=O)(=O)N2CCCC2)cc1 (stereo not given),92,3,1,12,-3,8,-0.3,-7,-4.1,5
COc1ccc(S(=O)(=O)NCC2CCCO2)cc1NC(=O)c1ccccc1F (stereo not given),96,6,4,-1,0,5,0.0,-10,0.6,-6
O=C(CN(Cc1ccccc1Cl)C(=O)CNS(=O)(=O)c1ccc(F)cc1)NCC1CCCO1 (stereo not given),94,6,-2,-7,2,-9,0.0,13,2.5,6
O=C(Cc1ccccc1)Nc1ccccc1C(=O)Nc1ccccc1,104,7,10,-3,2,-4,-0.2,-2,3.2,-8
CN(C)S(=O)(=O)c1ccc(C(=O)N2CC(=O)Nc3ccc(F)cc3C2c2ccc(F)cc2)cc1 (stereo not given),95,8,-7,0,-2,5,-0.1,-1,0.3,-7
c1cnc2c(SCc3ccc(-c4nnco4)cc3)cccc2c1,93,3,-3,-6,-3,-16,0.5,69*,1.7,-1
Nc1nc(NCCc2ccccc2)nc(NCc2ccccc2)c1[N+](=O)[O-],98,-6,-5,-1,0,-15,0.0,30,1.4,-1
CCOCCCNC(=O)C1CCCCN1S(=O)(=O)c1ccc(F)cc1 (stereo not given),96,-7,1,3,1,9,0.2,2,0.0,0
CC(=O)N1c2ccc(S(=O)(=O)N3CCCCC3)cc2CC1C(=O)NCc1ccccc1C (stereo not given),96,-7,1,-3,1,8,0.2,-7,-1.8,1
O=C(N/C(=C/c1cccc(Br)c1)C(=O)N1CCCCC1)c1ccco1,99,0,2,-7,-2,10,-0.2,19,-0.6,-19
N#Cc1cccc(NC(=O)c2cc(C3CCCCN3C(=O)c3ccc4c(c3)CCO4)on2)c1 (stereo not given),101,-10,-1,-4,-1,9,0.0,-3,0.7,nt
O=C(CN1CCN(Cc2ccccc2)CC1)N/N=C/c1c[nH]c2ccccc12,101,4,1,2,-3,-6,0.3,0,-0.2,2
CCOC(=O)N1CCN(c2ccncc2S(=O)(=O)N2CCCCC2)CC1,97,2,-9,9,2,3,-0.2,2,-0.5,5
COc1ccc(CNC(=O)CCNC(=O)c2ccc(C(C)(C)C)cc2)cc1OC,93,-4,-13,-10,-2,0,0.0,3,-2.7,-3
CCN(CC)S(=O)(=O)c1ccc(N2CCOCC2)c(NC(=O)c2cc(C)cc(C)c2)c1,91,-10,-4,6,-3,1,-0.2,0,2.0,-15
CCn1cc(/C=N/NC(=O)c2ccc(C#N)cc2F)c2ccccc21,94,5,nt,-6,-2,1,1.0,-4,-1.3,12
CC(NC(=O)c1noc2c1CCCC2)c1ccccc1 (stereo not given),95,-17,3,-1,1,8,-0.3,-1,-2.0,9
Cc1ccc2oc(C(=O)NCc3ccccc3)cc(=O)c2c1,97,3,3,-1,-2,1,0.0,2,1.2,5
Cc1ccc(N(C)S(=O)(=O)c2ccc(-c3cnc(C4CC4)o3)cc2)cc1,101,1,-1,4,19,-19,-0.1,16,-2.2,9
# Continued:
SMILES,ABCB6 inh MLPCN,NOD2 RIPK2 PPI,Vif imaging,ABHD5 PLIN5 PPI,Glyco luc inh,MC4R antagonist,aDG glyco act,Granule exo inh,MC4R barr agon,TLR9-MyD88 block
CCc1csc(CCNC(=O)C2CCC(=O)N(Cc3cccc(C(F)(F)F)c3)C2)n1 (stereo not given),98,-8,-1,-4,-1,10,0.0,3,2.9,-3
CC(=O)CC(=O)Nc1ccn(-c2ccccc2)n1,103,-7,14,10,1,5,0.0,-9,-0.5,-2
CC1=CC2=NC(=O)CC(C)(C(=O)N(CC(=O)NC3CCCC3)c3ccccc3C)N2C=C1 (stereo not given),98,-4,9,-10,-1,-5,0.0,-2,-1.9,0
COc1ccc(S(=O)(=O)N2CCC(NC(=O)OCc3c(Cl)cccc3Cl)CC2)cc1,94,10,3,-3,-2,7,-0.1,8,-1.7,10
C=CCN1C(=O)c2ccc(C(=O)N(C)CC(=O)Nc3ccc(Br)cc3C)cc2C1=O,94,6,-4,-12,2,6,-0.3,-1,0.1,0
O=C(COC(=O)c1ccc([N+](=O)[O-])o1)NCc1ccc2c(c1)OCO2,102,3,1,-2,2,9,0.0,-2,-0.2,5
O=C(Nc1cccnc1Cl)c1cccnc1Cl,101,-7,33,1,2,7,-0.1,1,-1.1,4
